DAT uptake mod: human DAT dopamine uptake with cocaine, either direction; Q01959; B-score at 10 µM; LLC-PK1 hDAT cells, [14C]-dopamine uptake with cocaine IC80; actives deviate in either direction; 110,000 compounds, 1.3% hits;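 active = Z score or B-score, a plate-position-corrected score, falls beyond the plate's 99.7% confidence bounds, in either direction; inactive = both scores lie inside the 99.7% bounds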;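 also: scored against the spread of the other compound wells on the same plate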
Target sequence (Q01959 whole entry, looked up): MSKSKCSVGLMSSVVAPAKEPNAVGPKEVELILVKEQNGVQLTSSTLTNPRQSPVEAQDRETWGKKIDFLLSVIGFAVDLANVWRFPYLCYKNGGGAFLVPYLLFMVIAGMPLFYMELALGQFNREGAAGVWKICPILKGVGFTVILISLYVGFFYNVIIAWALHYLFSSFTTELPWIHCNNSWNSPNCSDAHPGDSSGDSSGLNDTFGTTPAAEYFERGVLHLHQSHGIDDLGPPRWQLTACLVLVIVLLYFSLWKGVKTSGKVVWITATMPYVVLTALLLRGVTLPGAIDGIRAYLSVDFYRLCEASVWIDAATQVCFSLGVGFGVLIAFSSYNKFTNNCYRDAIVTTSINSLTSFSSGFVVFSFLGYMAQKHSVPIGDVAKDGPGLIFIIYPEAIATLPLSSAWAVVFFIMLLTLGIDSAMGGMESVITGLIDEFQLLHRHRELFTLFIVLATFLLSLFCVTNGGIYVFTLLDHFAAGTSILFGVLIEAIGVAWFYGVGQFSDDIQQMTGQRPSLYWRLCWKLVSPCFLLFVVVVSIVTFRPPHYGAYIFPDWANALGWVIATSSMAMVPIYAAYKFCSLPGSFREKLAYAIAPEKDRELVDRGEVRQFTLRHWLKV
LYP inh 2: blocks human PTPN22 phosphatase activity. Q9Y2R2. recombinant LYP catalytic domain, DiFMUP fluorescence. inhibition, % at 2 µM. 96,000 compounds, 0.21% hits. AID 640;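 active = inhibition at 2 µM at or above a set limit, the screen mean plus 3 SD, cut at about 24% in these data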;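 also: 0% = DMSO with enzyme and 100% = enzyme fully blocked by orthovanadate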
CYP2C9 activ: activators of human CYP2C9 | recombinant CYP2C9, luciferin-H conversion, luminescence; active compounds read high; factor 1 = untreated enzyme, 0 = blocked | activation factor at 5 µM | 96,000 compounds, 1.4% hits | AID 1024;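 active = activation factor of 2 or more for CYP2C9 at a 5 µM dose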;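 also: 0 = sulfaphenazole-blocked wells and 1 = vehicle-only wells; values of inactives mirror those of a sister screen read the other way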
Target sequence (P11712 whole entry, looked up): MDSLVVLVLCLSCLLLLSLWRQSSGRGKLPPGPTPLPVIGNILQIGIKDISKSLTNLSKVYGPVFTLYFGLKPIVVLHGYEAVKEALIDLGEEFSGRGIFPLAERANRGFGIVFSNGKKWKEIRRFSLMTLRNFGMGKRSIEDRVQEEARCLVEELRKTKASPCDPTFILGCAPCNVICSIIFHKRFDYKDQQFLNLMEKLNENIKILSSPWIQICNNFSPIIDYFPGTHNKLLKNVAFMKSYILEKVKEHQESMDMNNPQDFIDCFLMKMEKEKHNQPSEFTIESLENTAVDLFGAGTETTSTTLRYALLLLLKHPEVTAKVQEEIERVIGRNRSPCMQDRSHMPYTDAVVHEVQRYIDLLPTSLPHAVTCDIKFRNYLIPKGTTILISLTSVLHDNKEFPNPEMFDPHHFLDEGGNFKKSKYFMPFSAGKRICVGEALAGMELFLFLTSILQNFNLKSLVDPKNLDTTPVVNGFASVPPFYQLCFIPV
PTK2B oligo ant: blocks oligomerization of human Pyk2 in cells; Q14289; Q293 cells, Pyk2 FERM NanoBiT luminescence; active compounds read low; z-score (the deposit names both 25 µM and 10 µM); 99,000 compounds, 0.83% hits; AID 1347419;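 active = Z-score of -3 or lower, scaled per plate to the spread of control and sample wells; inactive = z-score above -3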;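 also: negative z-score means lost luminescence so less FERM oligomerization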
PostGolgi yeast: growth inhibition of a yeast mutant, post-Golgi transport screen; post-Golgi transport phenotypic cell assay; inhibition, % at 10 µM; AID 739; 98,000 compounds, 0.9% hits;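 also: yeast cells grown in 1536-well plates; yeast grown about 18 h at 30C before absorbance read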
E coli WT exp: blocks growth of wild type E. coli BW25113. OD600 absorbance. AID 710. 98,000 compounds, 0.15% hits. growth inhibition, % at 100 µM;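 active = growth inhibition above about 50% at one test dose, limit read from the data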;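 also: growth measured after 20 h incubation at 37 °C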
PTPN22 act: LYP (human) phosphatase activation; Q9Y2R2; recombinant LYP, DiFMUP fluorescence; 0 = plate median, 100 = signal doubled; activation, % at 2 µM; 96,000 compounds, 0.11% hits; AID 697;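 active = activation at 2 µM above a set limit, the mean plus 5 SD, cut at about 37% in these data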
CYP2C9 inh: blocks human cytochrome P450 2C9; P11712; CYP2C9 Supersomes, luciferin-H conversion, luminescence; inhibition, % at 5 µM; 96,000 compounds, 20% hits; AID 777;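 active = blocking of liver enzyme CYP2C9 beyond about 50% at 5 µM, limit read from the data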; also: values of inactives mirror those of a sister screen read the other way
PostGolgi ctrl: growth of the yeast control strain, post-Golgi counter-screen | efflux-deficient yeast background strain, growth absorbance A615, 16 h | inhibition, % at 10 µM | 98,000 compounds, 5% hits
* hit, by the source's call; . = not tested or not shown; & = joins results of further samples. Rule as the data show it, unless noted: active = inhibition above about 30%; inactive = the rest.

SMILES	DAT uptake mod	LYP inh 2	CYP2C9 activ	PTK2B oligo ant	PostGolgi yeast	E coli WT exp	PTPN22 act	CYP2C9 inh	PostGolgi ctrl
Cc1ccc(-n2c(O)c(C=Nc3ccc4c(c3)OCO4)c3ccccc3c2=O)cc1C	-0.98	9	1.1	-0.55	1	-5	-10	-6	7
COc1ccc(CC(=O)NC(CC(=O)O)c2ccc(OC)cc2)cc1 (centres undefined)	-0.56	18	1.1	0.69	0	2	-19	-5	-3
COC(=O)[C@H](C(C)C)n1c(C)c(C(C)=O)c(C(C)=O)c1C	-0.55	11	0.9	0.78	0	-3	-12	7	-5
OCc1ccnc2c(O)cccc12	0.7	-2	1	-0.3	0	19	2	1	17
Cc1cc(Cl)c(OCCCSc2nc(C)cc(=O)[nH]2)c(Br)c1	-0.46	1	0.7	0.74	-3	1	-1	26	17
CCN(CC)S(=O)(=O)c1ccc(OC)c(NC(=O)c2cc([N+](=O)[O-])ccc2Cl)c1	-0.34	-2	0.7	-0.93	-5	-11	8	32	6
Cc1ccc(N2C(N)=C(C#N)C(c3cccnc3)C3=C2CCCC3=O)cc1 (centres undefined)	0.61	-11	0.6	-0.47	4	-9	8	36	-5
CC(C)CCNC(=O)C(c1cccnc1)N(CCc1ccccc1)C(=O)Cn1nnc2ccccc21 (centres undefined)	0.94	-7	.	-0.66	.	.	6	.	.
Cc1cccc(NC(=O)Cn2c(C)c(C#N)c3ccccc32)c1C	-2.3	-9	0.1	0.69	-4	-4	7	87*	2
Cc1cc(C)c(C#N)c(N2CCSCC2)n1	-0.51	5	1	-0.1	0	9	-6	-2	5
CN(C)Cc1c(O)ccc2occ(C(=O)c3ccccc3)c12	0.66	-11	1	-0.5	-4	-2	11	2	8
COc1cc2c(C(=O)N3CCN(c4cccc(Cl)c4)CC3)cn(CC(C)C)c(=O)c2cc1OC	1.1	4	0.4	-1.6	17	-5	-5	58*	10
CCCC(c1nnnn1Cc1cccs1)N1CCN(C2CCCC2)CC1 (centres undefined)	-0.12	.	0.9	0.36	2	3	.	13	8
COc1cccc(/C=C/C(=O)c2ccc[nH]2)c1	.	-12	0.8	-0.28	-4	3	8	17	-1
Fc1cccc(NC(=S)NCCCN2CCOCC2)c1	-0.81	-7	1	0.18	10	1	10	1	12
Cc1cc(C)n(-c2ccc3cccc(NS(C)(=O)=O)c3n2)n1	-0.65	5	0.9	0.47	0	-6	-3	8	-2
COc1ccc(Cl)cc1N1CC(C(=O)Nc2nccs2)CC1=O (centres undefined)	1.8	-24	1.1	-0.12	4	4	22	-12	-3
COc1ccc(NC(=O)NCc2ccncc2)c(OC)c1	-0.55	-5	0.7	0.58	3	0	6	30	-2
N#Cc1cc(-c2ccccc2)nnc1Sc1ccc(Cl)cc1	-0.58	12	1	1.6	2	-7	-10	-2	0
CCn1c(SCC(=O)N2CCN(S(=O)(=O)c3ccccc3)CC2)nnc1-c1cccs1	0.4	-16	1	0.66	11	2	14	-5	-5
CC(C)(C)N(Cc1ccccc1)C(=O)CSc1nnc(CNc2ccc(F)cc2)o1	0.42	12	0.8	1.1	16	-2	-8	24	19
CCOC(=O)CSc1ccc(-c2nc3cc(C)c(C)cc3[nH]2)cn1	0.0095	2	1.1	-0.25	3	-4	-2	-7	0
O=C(COc1ccc(Cl)cc1)NNC(=O)c1ccccn1	.	1	1.1	0.13	6	-2	2	-8	9
N#Cc1nc(-c2cccs2)oc1NCc1ccco1	0.22	-16	0.1	-0.03	3	9	12	90*	9
CCS(=O)(=O)N1CCN(Cc2nc3ccccc3c(=O)[nH]2)CC1	-0.96	.	0.9	0.53	-2	3	.	6	0
Clc1ccc(-c2nnc3n2CCCCC3)cc1	0.26	8	1.1	-0.22	-4	-1	-8	-12	8
c1ccc2c(NCC3CCCO3)nc(-c3ccncc3)nc2c1 (centres undefined)	-0.56	0	0.2	-0.65	4	13	-1	83*	5
CC1CN(S(=O)(=O)c2ccc(C(=O)Nc3nnc(-c4ccc5c(c4)CCCC5)o3)cc2)CC(C)O1 (centres undefined)	-0.17	-3	0.6	.	-2	4	0	42	21
CC1CN(C2CCN(S(=O)(=O)Cc3ccccc3)CC2)CC(C)O1 (centres undefined)	-0.39	-6	1	-0.27	11	0	2	2	4
COc1ccc(-n2c(SCCC(=O)O)nnc2-c2ccncc2)cc1	0.0018	8	0.7	-0.32	1	-9	-9	35	7
CSc1cccc(NS(=O)(=O)c2ccc3c(c2)oc(=O)n3C)c1	0.82	-1	0.5	.	-10	10	-2	53*	-3
Cc1ccc(-c2nc(N/N=C/c3cccc([N+](=O)[O-])c3)c3ccccc3n2)cc1	-0.48	10	.	-1	-1	-8	-8	.	15
N#C/C(=N/Nc1ccccc1F)C(=N)N1CCOCC1	0.016	2	1.2	-1.1	-2	7	0	-16	-5
CC(C)=CC1C=C(C)C(C)C2C(=O)NNC(=O)C12 (centres undefined)	-0.91	-2	0.9	0.21	-5	1	1	11	0
CCCn1c(=O)c(Cc2ccccc2)c(O)c2ccccc21	0.17	.	0.6	-0.22	-3	-11	.	38	7
Cc1nn(-c2nnc(C)c(=O)[nH]2)c(C)c1SCC(=O)Nc1ccc(F)cc1	-0.92	13	0.7	-0.82	8	-3	-15	29	-4
COc1ccc(N(CC(=O)NCc2ccc3c(c2)OCO3)S(C)(=O)=O)cc1OC	-0.88	4	0.9	1.4	2	4	-4	13	8
Cc1ccc(-c2n[nH]c(=S)n2C)cc1	-0.43	-14	0.6	0.16	18	3	10	43	3
O=C(Nc1cccc(Cl)c1)Nc1nc(-c2ccc(Cl)cc2)cs1	0.33	2	0.8	-0.04	2	8	1	19	-8
CCOc1ccccc1OCC(=O)Nc1ccc(N2CCCCC2)cc1	1	1	2.6*	-0.26	-2	-15	-6	-156	-1

Profiles from above. Values in the order: DAT uptake mod, LYP inh 2, CYP2C9 activ, PTK2B oligo ant, PostGolgi yeast, E coli WT exp, PTPN22 act, CYP2C9 inh, PostGolgi ctrl
Shown for CCOc1ccccc1OCC(=O)Nc1ccc(N2CCCCC2)cc1 = 1, 1, 2.6*, -0.26, -2, -15, -6, -156, -1
Shown for Cc1nn(-c2nnc(C)c(=O)[nH]2)c(C)c1SCC(=O)Nc1ccc(F)cc1 = -0.92, 13, 0.7, -0.82, 8, -3, -15, 29, -4

Going on with the list:
SMILES	DAT uptake mod	LYP inh 2	CYP2C9 activ	PTK2B oligo ant	PostGolgi yeast	E coli WT exp	PTPN22 act	CYP2C9 inh	PostGolgi ctrl
CCOn1c(=O)c(-c2ccc(OC)cc2)[n+]([O-])c2ccccc21	-0.38	4	0.8	-0.53	0	3	-5	19	7
CC1CCN(S(=O)(=O)c2ccc(Br)s2)CC1	-1.1	-8	0.6	-1.1	0	8	6	43	15
CSc1ccc(Cl)c(C(=O)Nc2ccc(OCC(N)=O)cc2)c1	-0.016	4	1.4	-0.48	-6	3	-1	-44	-2
COc1cccc(CN(C(=O)Cc2c[nH]c3ccccc23)C(C(=O)NC2CCCCC2)c2cccs2)c1 (centres undefined)	0.058	8	0	-1.8	6	-9	-3	98*	16
CCOc1cc(-c2c(C#N)c(N)nc3c2CCCC3)ccc1O	0.03	.	0.6	-1.9	1	-2	.	36	14
C/C(CC(=O)Nc1ccccn1)=N\NC(=O)Cc1cccc2ccccc12	0.087	4	0.5	0.65	-4	5	2	45	-3
CCCC(=O)Nc1nc2ccc3nc(C)sc3c2s1	2.7	-11	1.1	0.05	1	7	10	-11	19
Cc1[nH]nc2c1C(c1cccnc1)N(c1ccc(Br)cc1)C2=O (centres undefined)	0.68	6	.	-4*	.	.	-4	.	.
COC(=O)C1=C(N)Oc2c(oc(CO)cc2=O)C1c1ccccc1F (centres undefined)	0.28	3	0.9	0.11	6	-2	0	9	11
CC1(C)NC(C)(C)c2nonc2/C1=N\O	2.8*	.	1.1	-0.08	-8	-4	.	-9	7

Looked up above.
Entry of CCCC(=O)Nc1nc2ccc3nc(C)sc3c2s1 under PTPN22 act: 10
Entry of CC1CCN(S(=O)(=O)c2ccc(Br)s2)CC1 under DAT uptake mod: -1.1
Entry of Cc1[nH]nc2c1C(c1cccnc1)N(c1ccc(Br)cc1)C2=O (centres undefined) under PTPN22 act: -4
Entry of CC1(C)NC(C)(C)c2nonc2/C1=N\O under DAT uptake mod: 2.8*

The listing continues:
SMILES	DAT uptake mod	LYP inh 2	CYP2C9 activ	PTK2B oligo ant	PostGolgi yeast	E coli WT exp	PTPN22 act	CYP2C9 inh	PostGolgi ctrl
COc1ccccc1C(c1nnnn1C(C)(C)C)N1CCN(Cc2ccncc2)CC1 (centres undefined)	0.28	0	0.1	0.03	6	-5	0	89*	7
CCc1nnc(NC(=O)c2sc3nc4cc(C)ccc4cc3c2N)s1	.	6	0.8	1.6	-18	-5	-2	23	0
N#CC1=C(N)N2C(=C(C#N)C1c1ccccc1)Sc1ccccc12 (centres undefined)	-0.019	1	1.1	.	16	-6	-4	-6	-3
C=CCOn1c(=O)c(-c2ccc(OC)c(OC)c2)[n+]([O-])c2ccccc21	0.037	-6	1	-1	6	-10	9	1	7
N#Cc1ccc(C2=NC(C(F)(F)F)(C(F)(F)F)c3c(n(Cc4ccco4)c(=O)[nH]c3=O)N2)cc1	-1.8	4	0	-0.25	-4	3	-2	96*	7
COc1ccc(Cl)cc1NC(=O)Nc1ccc(Br)cn1	-0.69	-8	1.1	0.38	22	-4	5	-6	5
c1cc2c3c(cccc3c1)NC1(CCCCCC1)N2	-1.4	.	0.4	-1.3	3	2	.	62*	-5
CCCCCCCCCCOC(=O)c1csc2nnsc12	-1.1	8	.	0.07	.	.	-6	.	.
COc1ccc(-c2csc(Cc3nnc4n3CCCCC4)n2)cc1	1.4	5	1	1.6	13	11	-6	-1	-4
CCC(C)(C)NC(=O)C(c1cccn1C)N(C(=O)Cn1nnc2ccccc21)c1ccccc1OC (centres undefined)	0.025	5	0.9	-0.8	0	9	-4	6	11
O=C(COC(=O)c1cccc(S(=O)(=O)N2CCN(c3ccccc3)CC2)c1)NCc1ccco1	-0.046	5	0.6	0.34	-5	-9	-5	44	10
CCn1c(C)c(C(C)=O)c(N2CCC(C(N)=O)CC2)nc1=S	0.026	-6	1	-0.26	4	6	0	1	1
CCS(=O)(=O)N1CCN(C(=O)c2ccc(-c3ccccc3)cc2)CC1	-0.038	3	1.1	1.4	-6	-7	-6	-9	16
Cc1ccc(C(c2sc3ncnn3c2O)N2CCCCC2)cc1 (centres undefined)	-0.18	-2	.	.	0	-8	-1	.	26
Cc1cc(NC(=O)CSc2nc3c(c(=O)n(C)c(=O)n3C)n2C(C)C)no1	0.27	-6	0.8	0.5	1	1	3	20	0
O=[N+]([O-])c1ccc(-c2nc3ccc([N+](=O)[O-])cc3[nH]2)cc1	0.59	4	1	-0.84	-2	13	0	-3	18
NCC(O)COCCC12CC3CC(CC(C3)C1)C2 (centres undefined)	-1.3	.	0.7	-0.68	3	9	.	25	-3
CCCn1c(Nc2nc3ccccc3n2C)nc2ccccc21	0.53	-9	1.1	-1.5	4	32	8	-9	-3
CCOc1ccccc1N1CCN(c2nc3ccccc3nc2C(C#N)C(=O)OC)CC1 (centres undefined)	-1.7&-0.46	7	0.5	-0.94	25	-17	-4	49	3
Cc1ccc(C(=O)Nc2nc3ccc(S(C)(=O)=O)cc3s2)s1	-0.12	14	1	-0.92	1	-9	-13	1	4
CCOc1ccc(-n2c(COc3ccccc3)nnc2SCC(N)=O)cc1	0.79	-10	0.6	1.1	1	5	8	37	11
CCS(=O)(=O)NC(C)C(c1cccs1)N1CCN(C)CC1 (centres undefined)	-1.1	7	0.6	-0.02	1	0	-9	36	8
COC(=O)CNc1nc(-c2ccccc2F)nc2ccccc12	0.17	.	0.8	-2.4	1	3	.	19	20
Nc1c(C(=O)C2CC2)sc2nc(-c3ccccc3)cc(C(F)(F)F)c12	-0.29	12	.	1.4	.	.	-11	.	.
CC(C)CN(C(=O)COC(=O)Cc1c[nH]c2ccccc12)C1CCS(=O)(=O)C1 (centres undefined)	1.4	2	0.9	-0.45	6	5	-2	7	11
Cc1nn(CCCC(=O)Nc2sc3c(c2C#N)CCC3)c(C)c1[N+](=O)[O-]	-0.18	-9	0.6	1.4	1	4	11	41	5

Assay outcomes (PubChem)
